GLA spleen mod = inhibitors or activators of human alpha-galactosidase in spleen homogenate | P06280 | human spleen homogenate, 4MU-alpha-Gal fluorescence, 40 min | Potency, µM (doses to about 80 µM), inactives show at the top dose activity change, negative = inhibition, most hits filed as inhibitors | actives 0.008% (n = 240,000) | AID 2107;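 note: 0% = enzyme with vehicle and -100% = no enzyme basal signal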
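Spleen homogenate 1 ug + cpd (titration) + 4-MU-alpha-D-galactopyranoside 1 mM; 37C 40 min; 50 mM citrate/phosphate pH 5.0, 0.01% Tween-20; stop pH 10; fluorescence 365/440; AC50 via Hill.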
Tau ThT inhib = tau fibrillization inhibition (ThT binding); P10636; recombinant tau K18 P301L, heparin-induced fibrillization, ThT fluorescence; Potency, µM (highest dose often 57.4 µM), without a hit: at the top dose activity, negative = inhibition, hits mostly inhibitors; actives 2.1% (n = 270,000); AID 1460; note: nearly all actives have a fitted effect of over 55% in size
Target sequence (P10636 561-689 P618L limits assumed): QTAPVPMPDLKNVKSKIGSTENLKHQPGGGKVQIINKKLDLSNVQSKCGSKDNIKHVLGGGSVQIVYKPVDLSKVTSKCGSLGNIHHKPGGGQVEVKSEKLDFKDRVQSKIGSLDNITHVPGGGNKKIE
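Tau K18 P301L fragment (15 uM unlabeled plus 0.24 uM Alexa 594-labeled) in 100 mM sodium acetate pH 7 with compound, fibrillization induced by 20 uM heparin for 6 hr at 37 C. Thioflavin T (30 uM) added, fluorescence read after 1 hr (ex 450, em 510 nm).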
Tau FP inhib = tau fibrillization inhibition (FP). P10636. AID 1468. K18 P301L tau heparin fibrillization, Alexa594 FP, 6 h. Potency, µM (titrated, usually from 57.7 µM), inactives show top-dose activity, negative = inhibition, hits mostly inhibitors. actives 0.39% (n = 280,000); note: nearly all actives have a fitted effect of over 55% in size
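Heparin (20 uM) drove fibril formation of recombinant tau K18 P301L, 15 uM unlabeled with 0.24 uM Alexa 594 label, for 6 hr at 37 C in 100 mM sodium acetate pH 7. Fluorescence polarization (555/632 nm) read 1 hr after 30 uM ThT.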
ALDH1A1 inh = blocks purified human ALDH1A1 activity. P00352. Purified ALDH1A1, NADH fluorescence, propionaldehyde substrate. Potency, µM (series often up to 75.3 µM), inactives show at the top dose activity, negative = inhibition, usual class: inhibitors. actives 7.3% (n = 220,000). AID 1030; active = well fitted inhibition curve with a large enough effect, not every such curve was filed as active; inconclusive = small, poorly fitted or top-dose-only effect, or another doubt; inactive = no such curve, though single readings can be large or run the other way;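 note: plate controls were no enzyme wells and a reference inhibitor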
Target sequence (P00352 whole entry, looked up): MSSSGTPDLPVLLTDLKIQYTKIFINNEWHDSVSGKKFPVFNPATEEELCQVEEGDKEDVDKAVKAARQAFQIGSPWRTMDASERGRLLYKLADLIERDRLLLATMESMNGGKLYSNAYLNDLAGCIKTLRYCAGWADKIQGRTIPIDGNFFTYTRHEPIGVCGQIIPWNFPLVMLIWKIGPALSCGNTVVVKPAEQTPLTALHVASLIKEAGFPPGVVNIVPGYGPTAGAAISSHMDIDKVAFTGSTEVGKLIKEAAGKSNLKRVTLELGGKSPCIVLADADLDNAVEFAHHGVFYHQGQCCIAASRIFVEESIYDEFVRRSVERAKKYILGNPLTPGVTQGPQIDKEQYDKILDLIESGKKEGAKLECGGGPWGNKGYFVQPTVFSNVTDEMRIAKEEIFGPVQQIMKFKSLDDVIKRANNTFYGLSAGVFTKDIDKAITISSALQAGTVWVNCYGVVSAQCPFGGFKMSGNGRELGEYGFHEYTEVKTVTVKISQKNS
Tau fluor cs = counter-screen for tau fibril formation inhibitors; actives 0.93% (n = 280,000); AID 1463; tau K18 P301L (four-repeat tau fragment) Alexa594 fluorescence, heparin fibrillization; Potency, µM (titrated, usually from 57.7 µM), for inactives: at the highest dose activity change, negative = decrease; note: nearly all actives have a fitted effect of over 55% in size
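Human K18 P301L tau (15 uM unlabeled plus 0.24 uM Alexa 594-labeled, final) in 100 mM sodium acetate pH 7 was mixed with compound and 20 uM heparin and incubated 6 hr at 37 C.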
TRb-SRC2 inh = disrupts binding of human TR beta to SRC2. P10828. TRbeta-SRC2 peptide binding, fluorescence polarization; receptor liganded with 1 µM T3. Potency, µM (top dose mostly 106 µM), for the others: at the highest dose activity change, negative = inhibition, most hits filed as inhibitors. actives 0.065% (n = 280,000);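 note: plate controls were bound peptide for no effect and peptide without receptor for full effect; nearly all actives have a fitted effect of over 50% in size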
Target sequence (P10828 whole entry, looked up): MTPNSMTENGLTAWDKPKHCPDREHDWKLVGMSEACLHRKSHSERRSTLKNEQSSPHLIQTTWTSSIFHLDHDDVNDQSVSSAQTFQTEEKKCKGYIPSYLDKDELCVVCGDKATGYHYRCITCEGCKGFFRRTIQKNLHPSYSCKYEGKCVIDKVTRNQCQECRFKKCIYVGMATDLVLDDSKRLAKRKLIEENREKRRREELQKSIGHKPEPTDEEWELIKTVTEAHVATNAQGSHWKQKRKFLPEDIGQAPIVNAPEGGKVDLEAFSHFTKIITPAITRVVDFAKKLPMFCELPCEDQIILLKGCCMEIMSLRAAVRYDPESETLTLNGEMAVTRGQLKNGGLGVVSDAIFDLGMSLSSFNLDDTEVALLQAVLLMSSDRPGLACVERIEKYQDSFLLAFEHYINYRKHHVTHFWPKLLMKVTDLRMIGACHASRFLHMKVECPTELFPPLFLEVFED
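Polarization signal, normalized between peptide-alone and full complex controls, measured compound effects on T3-liganded human TRb LBD (0.6 uM) binding 20 nM Texas Red SRC2 peptide after 5 hr.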
TexasRed fluor = alters Texas Red total fluorescence, flagging assay interference; TRb/SRC2 Texas Red total fluorescence interference; Potency, µM (top dose mostly 106 µM), for the others: top-dose fluorescence change, negative = quenching; actives 0.29% (n = 280,000); AID 1479; active = well fitted curve in either direction with a large enough effect; inconclusive = small, poorly fitted or top-dose-only effect
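Human TRβ ligand-binding domain (0.6 uM) and Texas Red SRC2 peptide (20 nM) in Tris buffer with 1 uM T3 and 5% DMSO were incubated with pinned compound for 5 hr at ambient temperature. Total fluorescence was computed as S + 2P (555/632 nm).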
L3MBTL1 block = blocks human L3MBTL1; actives 0.66% (n = 230,000); AlphaScreen L3MBTL1–H3K9me1 peptide binding; AID 485360; Potency, µM (top dose mostly 57.1 µM), inactives show top-dose activity, negative = inhibition, usual class: inhibitors; Q9Y468; note: nearly all actives have a fitted effect of over 60% in size
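AlphaScreen proximity signal between nickel-chelate acceptor and streptavidin donor beads (final 10 ug/mL) reports binding of 50 nM L3MBTL1 to 75 nM biotin-H3 K9me1 peptide; complex incubated with compounds 30 min at room temperature; cefsulodin titration as control.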
The depositor's hits bear a star; ? = inconclusive; / = not tested or not shown; & = joins results of further samples; [ ] = remark or other dose. Unless noted, calls come from the whole dose curve; as a rule, active = well fitted curve in the direction sought with a large enough effect; inconclusive = small, poorly fitted or top-dose-only effect, or another doubt; inactive = no such curve, though single readings can be large; an effect the other way counts as inactive or inconclusive. Unless noted, % is set by controls: 0 for no effect and ±100 for the full control effect; potency is the fitted concentration of half-maximal effect.

smiles | TRb-SRC2 inh | GLA spleen mod | ALDH1A1 inh | TexasRed fluor | Tau ThT inhib | Tau fluor cs | L3MBTL1 block | Tau FP inhib
O=C(O)C(Cc1ccccc1)N1C(=O)/C(=C/c2cccs2)SC1=S (stereo unspecified) | 2% | -1% | ? | 0% | ? | -8% | -16% | -14%
Cc1c([N+](=O)[O-])cc(S(=O)(=O)Nc2ccncc2)cc1[N+](=O)[O-] | -16% | 2% | 17% | 0% | -12% | -6% | 2% | -2%
Cc1ccc(CN2C(=O)C(C)(C)Oc3ccc(C(=O)N4CCCCC4)cc32)cc1 | 0% | -4% | 4% | -7% | ? | -7% | -6% | -5%
Clc1cccc(Cl)c1-c1noc(CN2CCOCC2)n1 | 2% | -2% | -4% | -1% | -6% | -1% | 3% | -3%
Cc1cc(-c2nc3ncccc3o2)ccc1NC(=S)NC(=O)c1ccco1 | 4% | ? | ? | -3% | ? | -5% | 9% | 4%
Nc1nonc1-n1nnc(C(=O)N/N=C/c2ccccc2Cl)c1CSc1ccccc1 | -10% | 12% | / | -1% | / | -28% | / | ?
O=C(O)c1cncc(Br)c1 | 7% | 7% | / | 0% | -8% | -12% | 4% | 3%
Cn1c(=O)n(C)c2cc(/C=N/NC(=O)c3ccc(Cl)cc3)ccc21 | -2% | -7% | / | -3% | / | -15% | / | 3%
O=C(NC(=S)NCCC1=CCCCC1)c1ccc(Br)o1 | -9% | -16% | ? | 0% | -12% | -10% | 0% | 6%
O=C(C[n+]1cc(-c2ccccc2)n2c1CCC2)Nc1nc(-c2ccccc2)cs1 | 7% | 1% | 5% | -18% | ? | -6% | -9% | -8%

The list continues.
smiles | TRb-SRC2 inh | GLA spleen mod | ALDH1A1 inh | TexasRed fluor | Tau ThT inhib | Tau fluor cs | L3MBTL1 block | Tau FP inhib
N#Cc1c(N)n(CCOC(=O)c2cccc(Br)c2)c2nc3ccccc3nc12 | -12% | 13% | ? | -1% | -4% | -28% | / | -5%
O=C(CNCc1ccco1)Nc1ccc(Oc2ccccc2)cc1 | -8% | -1% | ? | 4% | -16% | -10% | / | 8%
CCCn1nc(C(=O)Nc2ccc(S(=O)(=O)Nc3nccs3)cc2)c2ccccc2c1=O | 7% | -2% | ? | -1% | -13% | ? | / | 1%
Cc1cc(C)n(-c2ccc(C(=O)Nc3cccc(S(=O)(=O)N4CCCC4)c3)cc2)n1 | -4% | -5% | 0% | -2% | 0% | -13% | 0% | -6%
O=C(c1ccccc1NS(=O)(=O)c1cccc(C(F)(F)F)c1)N1CCc2ccccc21 | -4% | -7% | 6% | 5% | 17% | 12% | 4% | 2%
Cc1[nH]n(-c2cccc(Cl)c2)c(=O)c1C=NCc1ccco1 | -3% | -1% | 13% | -3% | 5% | -18% | -21% | -5%
Cc1cc(=O)[nH]c(SCC(=O)OCc2ccccc2)c1C#N | 3%[53 µM] | -11% | -6% | -2%[53 µM] | -4% | 4% | 1% | 10%
N#C/C(=C/c1ccc(N2CCCCC2)o1)C(=O)Nc1ccc(Cl)cc1 | -28% | -1% | -11% | 22% | ? | -12% | 4% | 11%
Cc1cccc(NC(=O)c2cc(S(=O)(=O)NCCc3ccccc3)ccc2F)c1C | 0% | / | / | -1% | 3% | -8% | / | -7%
Cc1ccc2[nH]c(=O)c(COC(=O)c3cccs3)cc2c1 | 1%[53 µM] | 11% | -8% | -2%[53 µM] | 12% | 9% | 4% | -6%

Next results follow.
smiles | TRb-SRC2 inh | GLA spleen mod | ALDH1A1 inh | TexasRed fluor | Tau ThT inhib | Tau fluor cs | L3MBTL1 block | Tau FP inhib
Cn1nc(CC(=O)NCc2ccc(F)cc2)c2ccccc2c1=O | -4% | 10% | 6% | -5% | -4% | -7% | / | -1%
Cc1ccc(C(=O)NCc2ccco2)cc1S(=O)(=O)Nc1cccc(Cl)c1 | -2% | -6% | -13% | -7% | 0% | -26% | / | -2%
N#CC1=C2Nc3ccccc3N2C(=O)NC1(c1ccccc1)C(F)(F)F (stereo unspecified) | 6% | -6% | -4% | -1% | -11% | -16% | / | -12%
C/C(Cn1cnc([N+](=O)[O-])n1)=N\NC(=O)c1cccc(F)c1 | 6% | 1% | ? | -2% | -8% | -5% | 14% | -5%
CCC(=O)Nc1nc2ccc([N+](=O)[O-])cc2s1 | 4% | -1% | / | -1% | / | -3% | / | -1%
O=C1CSC(c2cccnc2)N1Cc1cccnc1 (stereo unspecified) | 7% | 4% | ? | -2% | ? | -16% | 2% | -5%
CCCOC(=O)c1ccc(NC(=O)C2C3CCC(C3)C2C(=O)O)cc1 (stereo unspecified) | 4% | -7% | ? | -4% | 8% | 1% | 6% | 4%
CCC1CCCCN1C(=O)CSc1nnc(-c2ccc(OC)c(OC)c2)o1 (stereo unspecified) | 3% | / | / | 0% | -10% | -5% | / | -6%
COc1ccc(CNC(=O)c2cnc(C)cn2)cc1 | -2% | -1% | ? | 0% | -2% | 7% | 22µM* | 8%
COC(=O)/C(=C/c1ccc(OC)cc1)NC(=O)c1ccco1 | 6% | 0% | 22% | -11% | 3% | 2% | 3% | -3%

The results go on.
smiles | TRb-SRC2 inh | GLA spleen mod | ALDH1A1 inh | TexasRed fluor | Tau ThT inhib | Tau fluor cs | L3MBTL1 block | Tau FP inhib
Fc1cccc(Cl)c1CSc1nnc(CN2CCOCC2)n1-c1ccccc1 | -8% | -2% | 0% | -3% | -13% | -10% | / | 6%
N#Cc1ccccc1Cn1c(=O)n(CCCCC(=O)NCc2ccc3c(c2)OCO3)c(=O)c2ccccc21 | -8% | / | / | ? | -4% | -15% | / | -6%
CCN(CC)C(=O)Cn1c(=O)n(CCCCCC(=O)NCc2ccccc2)c(=O)c2sccc21 | 4% | / | / | -19% | 3% | -8% | / | -10%
CCc1ccc(/C=C2\SC(=S)N(CCC(=O)NC3=NCCS3)C2=O)cc1 | 0% | -4% | -8% | -5% | -19% | -9% | / | -14%
COc1ccc(OC)c(NC(=O)c2cc(-c3ccc(Cl)s3)nc3ccccc23)c1 | -9% | / | / | -1% | 11% | -17% | / | ?
Cc1c(N2C(=O)C(=O)/C(=C(/O)c3ccc(Cl)cc3)C2c2ccccc2)c(=O)n(-c2ccccc2)n1C (stereo unspecified) | -9% | -2% | 3% | -3% | -6% | 5% | 2% | 3%
CN(Cc1ccc2nonc2c1)Cc1nc(CC2CC2)no1 | -1% | -19% | ? | -5% | -3% | -6% | 6% | -2%
CCCc1cc(C(=O)NCc2ccco2)no1 | 7% | -6% | 7% | 5% | -18% | -6% | -3% | -5%
Cc1ccc2[nH]cc(C(=O)CCl)c2c1 | 7% | 9% | -1% | 1% | 9% | -1% | 7% | 9%
CCCS(=O)(=O)N1CC(=O)N(c2cccc(F)c2)C(C)(C(=O)NC2CCCCCC2)C1 (stereo unspecified) | -5% | / | / | 4% | 5% | -6% | / | -6%

(cont.)
smiles | TRb-SRC2 inh | GLA spleen mod | ALDH1A1 inh | TexasRed fluor | Tau ThT inhib | Tau fluor cs | L3MBTL1 block | Tau FP inhib
CC(=O)N(C)N(C)c1cc(C)nc(N)n1 | 0% | -4% | / | -2% | 3% | 11% | 6% | 4%
COC(=O)c1nnn(CC(=O)Nc2cccc(OC)c2)c1C(=O)OC | 7% | -14% | 2% | 2% | -5% | -14% | / | -12%
CCCCC/C=C\C/C=C\C/C=C\C=C\C(=O)CCCC(=O)O | -2%&-5% | 10%&-2% | 4%&12% | 0%&-1% | -4%&-2% | -5%&1% | / | 0%&1%
CCCCN(CC)C(=O)c1cc2c(=O)n3ccccc3nc2n1C | -3% | / | / | -22% | -2% | -6% | / | -4%
CCc1cc(=O)oc2cc(OCC(=O)OC)c(Cl)cc12 | 2% | 7% | ? | -3% | 7% | 11% | -3%[11.4 µM] | -1%
COc1ccc(-n2cc(C(=O)NCc3ccccc3Cl)c3ccccc3c2=O)cc1 | 2% | / | / | 8% | -3% | -10% | / | -15%
CO[C@]1(C2=NCCN2)COc2ccccc2O1 | 2% | -3% | -6% | -2% | -5% | -8% | / | ?
Cc1cccc(C)c1NC(=O)C(c1ccc(Cl)cc1Cl)N1CCCCC1 (stereo unspecified) | -5% | 2% | 8% | -4% | -15% | -6% | 3% | -3%
Cc1ccc(Cl)cc1N1CCN(C(=O)c2cnc3c(-c4ccc(F)cc4)c(C)nn3c2C)CC1 | -5% | / | / | 2% | -2% | -1% | / | -2%
Cc1ccc(-c2n[nH]c(=S)n2/N=C/c2cccs2)cc1 | -4% | 0% | ? | -1% | -13% | -16% | -3% | 5%

Of the compounds above, these contain bromine.
smiles | TRb-SRC2 inh | GLA spleen mod | ALDH1A1 inh | TexasRed fluor | Tau ThT inhib | Tau fluor cs | L3MBTL1 block | Tau FP inhib
O=C(O)c1cncc(Br)c1 | 7% | 7% | / | 0% | -8% | -12% | 4% | 3%
O=C(NC(=S)NCCC1=CCCCC1)c1ccc(Br)o1 | -9% | -16% | ? | 0% | -12% | -10% | 0% | 6%
N#Cc1c(N)n(CCOC(=O)c2cccc(Br)c2)c2nc3ccccc3nc12 | -12% | 13% | ? | -1% | -4% | -28% | / | -5%

Additional results follow:
smiles | TRb-SRC2 inh | GLA spleen mod | ALDH1A1 inh | TexasRed fluor | Tau ThT inhib | Tau fluor cs | L3MBTL1 block | Tau FP inhib
O=C(CN1CCCCCC1)Nc1cccc2c1OCO2 | -7% | 12% | 11% | -1% | -4% | -4% | 4% | -2%
O=S(=O)(NCCC1CC1(Cl)Cl)c1ccccc1 (stereo unspecified) | -7% | -11% | / | -2% | -1% | -5% | 6% | -7%
COc1ccc(S(=O)(=O)N2CCCc3ccccc32)cc1OC | 8% | -3% | / | -1% | / | -23% | / | -4%
O=C(CN(Cc1cccs1)C(=O)CNS(=O)(=O)c1ccccc1)NCc1ccco1 | -6% | 3% | 20µM* | 1% | 15% | 12% | -5% | 2%
COCCn1c(SCC#N)nnc1-c1ccc(OC)cc1 | -8% | -9% | 4% | 0% | 2% | 3% | 7% | -1%
Cc1ccc(N2C(=O)C3CC(c4ccccc4)=C4C5C=CC(C6C(=O)N(c7ccc(C)cc7C)C(=O)C56)C4C3C2=O)c(C)c1 (stereo unspecified) | -3% | 1% | 8% | 1% | -12% | -10% | / | -9%
Cc1ccc(NC(=O)C2CCN(c3nc4ccccc4nc3C(F)(F)F)CC2)cc1C | 1% | / | / | -2% | 10% | -1% | / | -6%
